AT treatment: qHTS Assay for Identifying a Potential Treatment of Ataxia-Telangiectasia; […] A-T fibroblasts, KAP-1 phosphorylation AlphaLISA; neocarzinostatin DNA damage 30 min before lysis; Potency, µM (top dose mostly 57.5 µM), without a hit: at the highest dose activation, most hits filed as activators; 320,000 tested, 0.19% active; note: potency is the fitted concentration of half-maximal effect; % of control where 0% means no effect; nearly all actives have a fitted effect of over 45% in size
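hTERT-immortalized A-T patient fibroblasts ([…]), 500 cells/well in OPTI-MEM, 1% FBS, got compounds for 60 min, then NCS for 30 min at 37C. Lysates were then assayed for phospho-KAP-1 by AlphaLISA (anti-pKAP1 donor, anti-KAP1 acceptor beads), 6 hr at 25C.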
Menin-MLL TR inh: qHTS Assay for Inhibitors Targeting the Menin-MLL Interaction in MLL Related Leukemias: Competition With Texas Red Labeled MLL-derived Mutant Peptide; O00255; Menin + Texas Red MLL mutant peptide, fluorescence polarization; Potency, µM (series often up to 61.6 µM), for the others: top-dose FP activity change, negative = inhibition, actives largely listed as inhibitors; 270,000 tested, 0.23% active; AID 1768, 2009; active = well fitted inhibition curve with a large enough effect in the polarisation, with a control signal flat, not every such curve was filed as active; inconclusive = small, poorly fitted or top-dose-only effect, or effect the other way, or a change in a side signal; inactive = no such curve, though single readings can be large or run the other way; the % refers to the polarisation; note: potency is the fitted concentration of half-maximal effect; % of control where 0% means no effect; many of its hits are not listed in these tables
Mito fusion act: qHTS Assay for Small Molecule Inhibitors of Mitochondrial Division or Activators of Mitochondrial Fusion; S. cerevisiae fusion-defective mutant growth rescue, CellTiterGlo 48 h; Potency, µM (series often up to 46.1 µM), inactives show top-dose growth rescue (activation), usual class: activators; 320,000 tested, 0.23% active; AID 485298, 2010;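 note: potency is the fitted concentration of half-maximal effect; % of control where 0% means no effect; nearly all actives have a fitted effect of over 45% in size; temperature-sensitive fusion mutants such as fzo1-1 at 37 °C on non-fermentable ethanol glycerol medium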
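Growth-rescue viability read-out: after 48 h at the non-permissive 37C in glycerol/ethanol YPEG, yeast mitochondrial fusion mutants are measured by CellTiterGlo luminescence; compounds (23 nl pinned per well) restoring growth score as division inhibitors or fusion activators.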
TCR activator: Activators of T cell receptors: qHTS campaign | AID 504894, 2011 | primary human leukocytes, anti-CD3, IL-2 HTRF, 48 h | Potency, µM (highest dose often 9.22 µM), for inactives: top-dose activation of IL-2 secretion, hits mostly activators | 330,000 tested, under 10 active; note: % of control where 0% means no effect
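Using a-CD3 beads without co-stimulation, primary human leukocytes were exposed to compounds for 48 hr. An HTRF IL-2 kit measured the cytokine, with europium-to-d2 energy transfer producing emission at 665nm upon 320nm excitation.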
TSHR antagonist: Antagonists of the Thyroid Stimulating Hormone Receptor: HTS campaign. Thyrotropin receptor (Homo sapiens), P16473. 330,000 tested, 0.2% active. AID 504810, 2011. TSHR-expressing cells, TSH-stimulated cAMP HTRF, 2 h; hits give low values. activity change, negative = inhibition, % at 11.5 µM;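 active = activity change below a set negative limit, meaning inhibition stronger than a set level, cut at about -70% in these data; inconclusive = activity change between two set negative limits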; note: % is set by controls: 0 for no effect and ±100 for the full control effect
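Freshly harvested TSHR cells receive pin-tooled compound, then EC80 TSH at 4nM final. After 2 hours at 37 deg C, antibody in lysis buffer and cAMP-d2 are added; 30 minutes at ambient temperature precede the HTRF read.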
TSG101-PTAP inh: qHTS Assay for Iinhibitors of HIV-1 Budding by Blocking the Interaction of PTAP/TSG101; Fluorescence polarization, FITC-PTAP peptide / Tsg101 binding; Potency, µM (series often up to 115 µM), inactives show at the highest dose activity change, negative = inhibition, actives largely listed as inhibitors; 340,000 tested, under 10 active; AID 493005, 2010; active = well fitted inhibition curve with a large enough effect in the main read-out, with a control signal flat, not every such curve was filed as active; inconclusive = small, poorly fitted or top-dose-only effect, or effect the other way, or a change in a side signal; inactive = no such curve, though single readings can be large or run the other way; note: potency is the fitted concentration of half-maximal effect; % of control where 0% means no effect
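Fluorescence anisotropy tracks displacement of a FITC-tagged PTAP peptide (50 nM) from the Tsg101 binding domain (10 uM), following a 20 min room-temperature incubation at pH 7.5.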
Integrin act MD: qHTS for Activators of Integrin-Mediated Alleviation for Muscular Dystrophy; alpha7betagal myoblasts, beta-gal FDG fluorescence, 48 h; Potency, µM (top dose mostly 38.3 µM), without a hit: at the top dose activation, hits mostly activators; 350,000 tested, 0.064% active; AID 624291, 2012;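 note: potency is the fitted concentration of half-maximal effect; 100% = response of the positive control SU9516; nearly all actives have a fitted effect of over 60% in size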
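Alpha7betagal+/- myoblasts (passage 13) were plated 16-24 hr, then exposed to compounds (1:260 dilution of DMSO stock) for 48 hours at 37C. After MPER lysis, β-galactosidase reporter activity was read as FDG fluorescence (ex 480/em 540) after 30 minutes.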
MBNL1 CUG block: qHTS Assay for Inhibitors of MBNL1-poly(CUG) RNA binding | 280,000 tested, 0.036% active | Potency, µM (doses to about 57.5 µM), for the others: at the highest dose activity change, negative = inhibition, hits mostly inhibitors | Muscleblind-like protein 1 (Homo sapiens), Q9NR56 | TR-FRET MBNL1-His/biotin-(CUG)12 binding, 665/545 ratio; active = well fitted inhibition curve with a large enough effect in the signal ratio, with a control signal flat, not every such curve was filed as active; inconclusive = small, poorly fitted or top-dose-only effect, or effect the other way, or a change in a side signal; inactive = no such curve, though single readings can be large or run the other way; the % refers to the signal ratio; note: potency is the fitted concentration of half-maximal effect; % is set by controls: 0 for no effect and ±100 for the full control effect
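His-tagged MBNL1 binding to biotinylated (CUG)12 RNA was measured by TR-FRET using terbium anti-His antibody (0.055 ng/ul final) and streptavidin-XL665 (5 nM final). Compounds were titrated 92 nM to 58 uM; 60 min at room temperature.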
S-ASM inh: Inhibitors of Secretory Acid Sphingomyelinase (S-ASM): qHTS; Sphingomyelin phosphodiesterase (Homo sapiens), P17405; placental ASM, HMU-PC fluorogenic substrate, 60 min; Potency, µM (doses to about 57.5 µM), for the others: top-dose activity change, negative = inhibition, usual class: inhibitors; 340,000 tested, 0.006% active; AID 504937, 2011; note: potency is the fitted concentration of half-maximal effect
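Steps: dispense placental human ASM, pin compound, wait 10 min at room temperature, add HMU-PC0 substrate at 9 uM final, incubate 60 min at 37 °C, add stop solution raising pH to 10, read fluorescence.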
MLL CXXC-DNA inh: qHTS Fluorescence Polarization Assay for Inhibitors of MLL CXXC domain - DNA interaction; MLL-CXXC / FITC-HOXA9 DNA fluorescence polarization; Potency, µM (titrated, usually from 115 µM), for the others: top-dose activity change, negative = inhibition, hits mostly inhibitors; 290,000 tested, 0.037% active; Histone-lysine N-methyltransferase 2A (Homo sapiens), Q03164; active = well fitted inhibition curve with a large enough effect in the polarisation, with a control signal flat, not every such curve was filed as active; inconclusive = small, poorly fitted or top-dose-only effect, or effect the other way, or a change in a side signal; inactive = no such curve, though single readings can be large or run the other way; the % refers to the polarisation; note: potency is the fitted concentration of half-maximal effect
Target sequence (Q03164 whole entry, looked up, the tested form may be a part): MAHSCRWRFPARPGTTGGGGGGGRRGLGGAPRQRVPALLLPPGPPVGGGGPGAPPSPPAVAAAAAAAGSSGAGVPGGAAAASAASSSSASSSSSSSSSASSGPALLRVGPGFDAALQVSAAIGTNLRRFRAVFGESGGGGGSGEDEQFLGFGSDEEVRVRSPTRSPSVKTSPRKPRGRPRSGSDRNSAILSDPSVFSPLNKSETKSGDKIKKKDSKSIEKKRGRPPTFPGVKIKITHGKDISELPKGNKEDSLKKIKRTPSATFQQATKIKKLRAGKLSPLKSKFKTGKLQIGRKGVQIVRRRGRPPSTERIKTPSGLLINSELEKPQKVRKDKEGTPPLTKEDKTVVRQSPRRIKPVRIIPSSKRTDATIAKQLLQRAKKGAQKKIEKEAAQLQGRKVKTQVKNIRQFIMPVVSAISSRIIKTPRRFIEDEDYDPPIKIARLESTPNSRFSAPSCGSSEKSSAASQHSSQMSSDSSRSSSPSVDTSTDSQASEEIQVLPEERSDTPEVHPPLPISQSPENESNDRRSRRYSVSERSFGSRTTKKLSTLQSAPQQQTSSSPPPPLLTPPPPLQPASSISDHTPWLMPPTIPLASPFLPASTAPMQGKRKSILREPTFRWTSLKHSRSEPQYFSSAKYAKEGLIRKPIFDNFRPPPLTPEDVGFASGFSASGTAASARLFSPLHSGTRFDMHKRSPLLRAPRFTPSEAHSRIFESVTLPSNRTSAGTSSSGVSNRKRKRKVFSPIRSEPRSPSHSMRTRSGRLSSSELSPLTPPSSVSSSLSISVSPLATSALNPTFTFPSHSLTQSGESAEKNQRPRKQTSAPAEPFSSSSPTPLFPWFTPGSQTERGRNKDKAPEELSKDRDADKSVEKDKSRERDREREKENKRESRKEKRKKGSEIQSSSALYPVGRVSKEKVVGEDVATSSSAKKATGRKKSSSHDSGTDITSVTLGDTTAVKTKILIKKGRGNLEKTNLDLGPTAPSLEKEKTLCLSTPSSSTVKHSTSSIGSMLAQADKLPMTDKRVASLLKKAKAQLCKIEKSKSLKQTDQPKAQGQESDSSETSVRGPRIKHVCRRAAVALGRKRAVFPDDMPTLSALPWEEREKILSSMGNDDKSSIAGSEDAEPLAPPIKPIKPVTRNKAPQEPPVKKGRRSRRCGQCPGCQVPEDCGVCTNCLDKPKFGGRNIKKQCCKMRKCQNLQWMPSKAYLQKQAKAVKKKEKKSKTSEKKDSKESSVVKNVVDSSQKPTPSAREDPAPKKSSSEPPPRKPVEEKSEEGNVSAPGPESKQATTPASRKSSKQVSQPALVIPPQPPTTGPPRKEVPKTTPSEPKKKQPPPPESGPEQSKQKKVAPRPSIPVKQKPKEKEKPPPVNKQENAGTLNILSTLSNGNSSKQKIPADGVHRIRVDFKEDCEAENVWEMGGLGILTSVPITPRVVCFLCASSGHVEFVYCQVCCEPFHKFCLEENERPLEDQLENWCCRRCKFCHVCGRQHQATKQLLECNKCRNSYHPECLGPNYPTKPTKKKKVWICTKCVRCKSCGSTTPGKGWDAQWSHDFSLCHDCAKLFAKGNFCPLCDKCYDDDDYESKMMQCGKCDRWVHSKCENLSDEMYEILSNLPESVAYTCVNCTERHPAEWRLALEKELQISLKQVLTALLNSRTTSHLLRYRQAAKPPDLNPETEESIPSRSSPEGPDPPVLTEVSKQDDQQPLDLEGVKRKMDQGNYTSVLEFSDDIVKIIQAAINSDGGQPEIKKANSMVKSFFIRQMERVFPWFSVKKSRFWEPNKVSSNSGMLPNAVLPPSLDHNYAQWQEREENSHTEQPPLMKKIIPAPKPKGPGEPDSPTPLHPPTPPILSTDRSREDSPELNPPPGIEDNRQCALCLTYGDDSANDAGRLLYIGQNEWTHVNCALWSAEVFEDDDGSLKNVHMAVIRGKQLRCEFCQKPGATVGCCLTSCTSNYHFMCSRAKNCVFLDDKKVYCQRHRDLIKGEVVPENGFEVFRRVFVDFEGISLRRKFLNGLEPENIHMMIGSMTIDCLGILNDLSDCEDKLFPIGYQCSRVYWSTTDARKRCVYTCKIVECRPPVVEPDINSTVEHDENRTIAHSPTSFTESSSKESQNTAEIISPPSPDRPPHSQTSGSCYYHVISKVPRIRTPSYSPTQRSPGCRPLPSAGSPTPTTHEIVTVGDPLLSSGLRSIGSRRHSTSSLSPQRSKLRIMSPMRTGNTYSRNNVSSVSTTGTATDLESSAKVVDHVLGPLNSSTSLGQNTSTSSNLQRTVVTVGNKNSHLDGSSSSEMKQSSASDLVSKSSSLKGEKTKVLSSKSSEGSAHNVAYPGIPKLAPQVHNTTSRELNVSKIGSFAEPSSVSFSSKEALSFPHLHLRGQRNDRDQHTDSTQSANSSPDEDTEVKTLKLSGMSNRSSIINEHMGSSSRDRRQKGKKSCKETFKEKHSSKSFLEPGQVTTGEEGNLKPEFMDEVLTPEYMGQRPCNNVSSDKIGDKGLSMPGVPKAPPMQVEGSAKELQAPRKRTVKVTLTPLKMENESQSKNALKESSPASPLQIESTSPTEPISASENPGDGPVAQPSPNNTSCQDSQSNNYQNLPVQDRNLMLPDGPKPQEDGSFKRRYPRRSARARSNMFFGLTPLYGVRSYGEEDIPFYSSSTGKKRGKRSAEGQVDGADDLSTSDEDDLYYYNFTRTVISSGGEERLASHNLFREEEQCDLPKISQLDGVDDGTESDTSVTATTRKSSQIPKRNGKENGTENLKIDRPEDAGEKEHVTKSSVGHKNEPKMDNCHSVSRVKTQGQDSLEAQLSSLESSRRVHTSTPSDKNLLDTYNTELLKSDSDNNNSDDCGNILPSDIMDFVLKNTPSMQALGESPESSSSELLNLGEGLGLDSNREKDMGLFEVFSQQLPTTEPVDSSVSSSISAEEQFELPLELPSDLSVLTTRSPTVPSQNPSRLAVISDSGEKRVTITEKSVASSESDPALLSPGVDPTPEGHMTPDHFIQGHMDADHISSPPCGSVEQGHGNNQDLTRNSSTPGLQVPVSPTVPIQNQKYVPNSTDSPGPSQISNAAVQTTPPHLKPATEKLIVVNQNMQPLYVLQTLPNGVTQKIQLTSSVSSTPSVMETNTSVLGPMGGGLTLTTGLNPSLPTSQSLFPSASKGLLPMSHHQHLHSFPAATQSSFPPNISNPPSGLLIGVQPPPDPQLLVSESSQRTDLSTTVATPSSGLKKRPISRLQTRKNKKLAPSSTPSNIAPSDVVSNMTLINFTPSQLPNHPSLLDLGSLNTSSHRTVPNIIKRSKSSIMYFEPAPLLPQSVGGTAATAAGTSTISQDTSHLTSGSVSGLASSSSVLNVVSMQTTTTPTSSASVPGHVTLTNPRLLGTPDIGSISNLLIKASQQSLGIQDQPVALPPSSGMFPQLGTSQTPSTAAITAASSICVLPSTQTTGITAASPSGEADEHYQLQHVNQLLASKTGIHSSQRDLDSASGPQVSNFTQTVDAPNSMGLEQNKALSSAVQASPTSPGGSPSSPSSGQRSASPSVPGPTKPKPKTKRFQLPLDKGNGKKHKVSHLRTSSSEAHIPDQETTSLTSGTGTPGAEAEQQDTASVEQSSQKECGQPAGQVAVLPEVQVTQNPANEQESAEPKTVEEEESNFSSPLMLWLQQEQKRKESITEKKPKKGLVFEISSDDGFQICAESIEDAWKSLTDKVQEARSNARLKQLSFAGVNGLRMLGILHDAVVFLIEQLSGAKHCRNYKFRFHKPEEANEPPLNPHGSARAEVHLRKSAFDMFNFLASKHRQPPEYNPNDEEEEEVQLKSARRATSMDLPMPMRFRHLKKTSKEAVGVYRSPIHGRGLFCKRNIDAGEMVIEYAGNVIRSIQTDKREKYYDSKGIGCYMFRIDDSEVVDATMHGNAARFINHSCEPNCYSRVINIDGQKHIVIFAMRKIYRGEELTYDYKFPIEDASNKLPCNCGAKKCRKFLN
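Fluorescence polarization: 7 uM MLL-CXXC (stock) preincubated 5 min with compounds, then 50 nM fluorescein-HOX-A9 DNA (stock) added; 30 min ambient. Buffer 50 mM Tris-HCl pH 7.5, 50 mM NaCl, 1 mM DTT, 0.05% BSA.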
* = called active by the depositor; ? = inconclusive; . = not tested or not shown; [ ] = remark or other dose. Unless noted, calls come from the whole dose curve; as a rule, active = well fitted curve in the direction sought with a large enough effect; inconclusive = small, poorly fitted or top-dose-only effect, or another doubt; inactive = no such curve, though single readings can be large; an effect the other way counts as inactive or inconclusive.

SMILES	AT treatment	Menin-MLL TR inh	Mito fusion act	TCR activator	TSHR antagonist	TSG101-PTAP inh	Integrin act MD	MBNL1 CUG block	S-ASM inh	MLL CXXC-DNA inh
COc1ccc(NC(=O)c2cccc(N3C(=O)C4C5C=CC(C6CC56)C4C3=O)c2)c(OC)c1 (configuration not stated)	8%	.	3%	5%	-2	-2%	8%	2%	0%	15%
CCN1C(=O)[C@H]2[C@@H](c3ccc(-c4ccc5c(c4)OCO5)c(OC)c3)N[C@@](Cc3ccccc3)(C(=O)OC)[C@H]2C1=O	-11%	.	14%	-4%	-1	-4%	8%	.	1%	.
CC(=O)NC(CC(=O)NCC(=O)Nc1ccc(F)c(F)c1)c1ccccc1 (configuration not stated)	1%	11%	-4%	4%	-4	-9%	?	0%	1%	9%
CCn1cc(C(=O)N2CCCC(N3CCN(c4cccc(C(F)(F)F)c4)CC3)C2)cn1 (configuration not stated)	-16%	.	3%	-4%	36	-6%	-6%	-3%	3%	-16%
CC(=O)N(c1nnc(-c2ccc(C)cc2)s1)C1CCCC1	0%	-8%	0%	-8%	2	0%	30%	3%	-3%	-2%
COc1ccc(N2CCN(C(=O)COC(=O)c3ccccc3OCc3ccc(F)cc3)CC2)cc1	3%	.	11%	-3%	6	-4%	-42%	.	-11%	.
COc1ccccc1CNC(=O)C1CCN(S(=O)(=O)N2CC(C)CC(C)C2)CC1 (configuration not stated)	6%	5%	4%	5%	-12	3%	-11%	-4%	-3%	-3%
Cc1c(C(=O)NCc2cccnc2)sc2ncn(CC(=O)N3CCCCC3C)c(=O)c12 (configuration not stated)	-3%	0%	-6%	-1%	-1	0%	-5%	5%	0%	-9%
COc1ccnc2c1c(=O)n(Cc1cccc(F)c1)c(=O)n2C	4%	19%	?	-2%	-6	-3%	-25%	-7%	6%	-10%
CSc1ccc(Cl)c(C(=O)Nc2nccs2)c1	-3%	.	3%	-5%	2	-7%	?	-3%	-1%	0%
CC(Oc1ccc(Cl)cc1Cl)C(=O)NCCC1=CCCCC1 (configuration not stated)	-3%	?	28%	0%[46.1 µM]	5	-5%	-3%	.	-2%	3%
CC(c1ccccc1)N1C(=O)C2C3CCC(C3)C2C1=O (configuration not stated)	4%	4%	2%	10%	5	0%	11%	.	4%	12%
O=C(CSc1ncn[nH]1)Nc1c(Br)cc([N+](=O)[O-])cc1Br	-1%	-3%	3%	0%[46.1 µM]	1	-2%	-5%	?	.	2%
O=C(CNS(=O)(=O)c1cccs1)NCc1ccccc1	-1%	6%	7%	.	-4	1%	-22%	1%	1%	5%
CN1CCN(C(=O)/C(=C/c2ccccc2Cl)NC(=O)c2ccccc2)CC1	-2%	16%	-6%	-4%	6	-3%	-6%	-1%	-1%	0%
O=C(Nc1cccnc1)c1ccc(NC(=O)c2ccco2)cc1	.	-20%	11%	0%	-14	-4%	-12%	-7%	-1%	14%
CC(=O)c1c(C)[nH]c(C(=O)OCC(=O)Nc2ccc([N+](=O)[O-])cc2Cl)c1C	-2%	5%	-12%	-1%[46.1 µM]	-1	-1%	-4%	7%	0%	1%
CCn1c(=O)c2c(nc3n2CCCN3c2cccc(C)c2)n(C)c1=O	-7%	.	2%	5%	-14	-8%	-10%	-3%	-1%	3%
CCc1ccc(NC(=O)CS(=O)CC(=O)Nc2ccc(F)cc2F)cc1 (configuration not stated)	1%	-8%	-2%	0%	-7	2%	-2%	-6%	-3%	1%
O=C(O)CCC(=O)N1CCN(c2ncccn2)CC1	1%	.	-2%	-5%	4	0%	-17%	-2%	3%	-8%
COc1ccc(-n2c(Cc3cccn3C)nnc2SCC(=O)Nc2cccc(NC(C)=O)c2)cc1	2%	-13%	-3%	.	3	1%	8%	-5%	-9%	-5%
COCCn1c(SCC(=O)NC(=O)NCc2ccccc2)nc2ccccc2c1=O	0%	.	2%	-19%	-4	-8%	-10%	.	3%	.
CCc1ccc2[nH]c3nc(SCC(=O)NNC(=O)c4ccc(C(C)(C)C)cc4)nnc3c2c1	-2%	22%	-1%	5%	-4	-3%	18%	-6%	1%	11%
Cc1cccc(OC(=O)c2sc(Cl)nc2C)c1	-4%	2%	-15%	-2%[46.1 µM]	-3	0%	-28%	-2%[11.5 µM]	0%	6%
Cn1cc(CNC(=O)C2CCC(=O)N(Cc3cccc(C(F)(F)F)c3)C2)cn1 (configuration not stated)	0%	.	3%	9%	33	-1%	10%	-4%	3%	-11%
Cc1ccc(S(=O)(=O)c2c(C)nn(C(C)(C)C)c2OC(=O)c2ccco2)cc1	-6%	19%	-2%	-1%	17	-4%	4%	-8%	-4%	-3%
CCOC(=O)c1[nH]c(C)c(C(=O)c2cc(F)ccc2F)c1C	1%	43%[activator]	12%	.	11	-2%	8%[7.66 µM]	-1%	-2%	-1%
COC(=O)c1c(S(=O)(=O)N2CCOCC2)c(C)n(C)c1C	5%	.	0%	2%	-1	-7%	18%	-2%	0%	-4%
O=C(c1cnsn1)N1CCN(c2ccccc2)CC1	.	2%	-2%	-17%	.	-13%	7%	2%	5%	10%
C[C@H](CO)N1C[C@H](C)[C@@H](CN(C)C(=O)Nc2ccccc2)Oc2c(NC(=O)Nc3ccc4c(c3)OCO4)cccc2C1=O	-6%	.	.	1%	-11	0%	-7%	.	-2%	.
CCCOC(=O)c1ccc(NC(=O)Oc2ccccc2)cc1	3%	9%	-1%	1%	17	-6%	-7%	-10%	0%	1%
Cc1c(Br)c(C(F)(F)F)nn1CC(=O)NCCCn1ccnc1	4%	7%	-1%	4%	4	-2%	-12%	-7%	0%	16%
Cc1ccc2cc(COC(=O)c3ccco3)c(=O)[nH]c2c1	4%	-3%	-1%	0%	19	-3%	-7%	7%	0%	1%
Cc1ccc(S(=O)(=O)N2CCCC(C(=O)NCCC(C)C)C2)cc1 (configuration not stated)	-2%[11.5 µM]	2%	0%	-9%	-4	-1%	8%	0%	1%	14%
N#CCOC(=O)[C@H](Cc1c[nH]c2ccccc12)NS(=O)(=O)c1ccc(Cl)cc1	-16%	6%	2%	0%	-13	-1%	-12%	-2%	-5%	-8%
CC(C)CC(NS(=O)(=O)OCC(Cl)(Cl)Cl)c1ccccc1 (configuration not stated)	31%	29%	-12%	-7%	-8	-5%	0%	-1%	-18%	-4%
CC(C)c1onc(C(=O)N2CCC(C(N)=O)CC2)c1[N+](=O)[O-]	-1%	.	1%	2%	11	0%	-19%	9%	2%	-12%
O=C(COC(=O)CCc1nc2ccccc2s1)Nc1cccc(S(=O)(=O)N2CCOCC2)c1	.	7%	0%	0%	9	-10%	-3%	13%	-2%	-4%
O=C(COC(=O)c1ccc(S(=O)(=O)N2CCCC2)cc1)Nc1ccc(N2CCOCC2)cc1	0%	20%	-6%	-8%	4	-2%	1%	-6%	-2%	-1%
COc1ccc(CNC(=O)COC(=O)c2cc(-c3ccc(Cl)s3)nc3ccccc23)cc1	-3%	?	1%	11%	-9	7%	15%	?	310%[activator]	23%
Cc1ccc(OCc2nnc(SCC(=O)N3c4ccccc4Sc4ccc(Cl)cc43)o2)cc1	4%	-3%	0%	4%[46.1 µM]	0	-7%	?	-6%	1%	6%
CCOc1ccc(NC(=O)c2cc(S(=O)(=O)N3CCCCC3)c[nH]2)cc1	5%	?	-1%	1%	8	0%	-2%	-3%	4%	43%[activator]
CC(C)(C)N=Cc1cc(-c2ccccc2)sc1O	-4%	?	0%	1%	-32	-2%	6%	0%	-3%	-5%

Some of the compounds tested; the hit share may differ from the screen's.
